Bioassay records: PubChem, National Center for Advancing Translational Sciences (NCATS)
IkB sig inh – inhibitors of IkB signaling in ABC-DLBCL cells | 0.04% of 110,000 active | ABC-DLBCL IkBa-CBG/CBR dual luciferase ratio, 4 h; response scale: scaled: untreated 0%, proteasome inhibitor 100% | AID 445 | Potency, µM (series often up to 57.1 µM), for inactives: top-dose IkBa stabilization activation; active means well fitted curve in the direction sought with a large enough effect in the signal ratio, not every such curve was filed as active; inconclusive means small, poorly fitted or top-dose-only effect, or a change in a side signal; the % refers to the signal ratio;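 further: the direction sought is a rising ratio; 0% = basal untreated cells and 100% = reference inhibitor full response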
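Luminescence ratio of IκBα-fused green versus native red beetle luciferase in OCI-Ly3 cells, 4 h post-doxycycline with compound; red signal alone, scaled from basal (0%) to zero light (-100%), flagged nonspecific or cytotoxic effects.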
p53ts 39C kill – cytotoxicity in p53ts cells at nonpermissive temperature. H1299-p53A138V viability at 39C, ATP luminescence, 24 h. Potency, µM (highest dose often 46.1 µM), without a hit: at the highest dose activity change, negative = cell killing, hits mostly cytotoxic. 1.5% of 130,000 active; further: nearly all actives have a fitted effect of over 55% in size
Peg3 imprint – genomic imprint erasure induction | mouse ES Peg3-LacZ reporter, beta-gal luminescence, 40 h | Potency, µM (top dose mostly 60.7 µM), inactives show top-dose activity change, positive = activation, hits mostly activators | 0.02% of 110,000 active;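 further: 0% = negative control wells on the plate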
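Imprint erasure is scored as LacZ activity from the silenced maternal Peg3 allele in feeder-free female ES cells cultured 40 h with LIF. Luminescence is normalized to in-plate negative controls and fitted to the Hill equation.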
p53ts 32C kill – cytotoxicity in p53ts cells at permissive temperature; H1299-p53A138V at 32C, ATP luminescence viability, 24 h; Potency, µM (top dose mostly 46.1 µM), for the others: top-dose activity change, negative = cytotoxicity, usual class: cytotoxic; 0.93% of 130,000 active;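 further: 0% = DMSO and -100% = full killing by reference compound; nearly all actives have a fitted effect of over 55% in size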
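H1299-p53 A138V cells (temperature-sensitive p53) exposed 24 h to up to 46 uM compound at 32C, where p53 is wild-type in conformation. Viability read as ATP luminescence and normalised to DMSO and 100 uM tamoxifen. AC50 fitted with the Hill equation.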
* hit, by the source's call; ? = inconclusive; . = no result given; [ ] = remark or other dose. Unless noted, the call rests on the fitted dose curve; in most records, active means well fitted curve in the direction sought with a large enough effect; inconclusive means small, poorly fitted or top-dose-only effect, or another doubt; inactive means no such curve, though single readings can be large; an effect the other way counts as inactive or inconclusive. Unless noted, on the % scale 0 is the no-effect control and ±100 the full control effect; potency means the concentration at half of the fitted maximal effect.

SMILES	IkB sig inh	p53ts 39C kill	Peg3 imprint	p53ts 32C kill
CC(=O)CCc1ccc2oc(C(=O)O)c(C)c2c1	-0.2%	-8%	-18%	-2%
Cc1cc(NC(=O)C2CC(c3cccc(Br)c3)=NO2)no1 (stereo not drawn)	0.6%	4%	20%	-23%
CCCc1nc2oc3c(NCCOCCO)ncnc3c2c2c1COC(C)(C)C2	-2.6%	8%	-15%	9%
CCOC(=O)C1=NN(c2ccccc2)C(c2ccccc2)CC1=O (stereo not drawn)	.	19%	.	10%
O=C(Nc1ccc2c(c1)oc1ccc(S(=O)(=O)N3CCCC3)cc12)C1CC1	1.2%	5%	-17%	0%
COC(=O)CSc1nc2ccccc2c(=O)n1C	-2.4%	21%	15%	10%
O=C(COC(=O)c1cccc(S(=O)(=O)N2CCc3ccccc3C2)c1)NCc1ccco1	17%	-2%	-4%	0%
COCCCNC(=O)c1c(NC(=O)c2nc(S(C)(=O)=O)ncc2Cl)sc2c1CCCC2	-4.3%	?	-30%[10.9 µM]	11%
CC(C)(C)n1ncc2c(=O)n(Cc3ccc(Cl)cc3Cl)cnc21	2.8%	-15%	-16%	-5%
CCN1CCN(CCCNC(=O)C2c3ccccc3C(=O)N(C)C2c2ccc(OC)cc2)CC1 (stereo not drawn)	-0.3%	0%	-5%	-2%
Cc1ccc(C2=Nc3ccccc3N(CC(=O)Nc3cccc(F)c3)C(=O)C2)cc1C	-0.2%	?	-22%[10.9 µM]	6%
CC12CC(NC(=O)N1CCc1ccccc1)c1cc(Cl)ccc1O2 (stereo not drawn)	2.3%	46%[activator]	-7%	-10%
Cc1sc2ncn(CCn3cnc4sc(C)c(C)c4c3=O)c(=O)c2c1C	-1.6%	9%	-24%	1%
CC(C)(C)c1ccc(Oc2nc3ccccn3c(=O)c2/C=C(\C#N)c2nc3ccccc3s2)cc1	?	24%	-14%[10.9 µM]	-1%
O=C(NC1CCCC1)c1ccc2nc(-c3ccco3)c(-c3ccco3)nc2c1	?	-15%	-12%	-6%
CCCS(=O)(=O)N1CCc2cc(OC)c(OC)cc2C1	1.1%	6%	-21%	3%
CN(C)CCCNc1oc(-c2ccccc2)nc1C#N	0.5%	-11%	-27%	4%
CC(C)(C)c1cc(C(=O)N2CCc3ccccc32)ccn1	-4.8%	16%	-8%	4%
COc1ccc(C2C(C(=O)Nc3ccccc3)=C(C)Nc3nc(-c4ccccc4)nn32)cc1OC (stereo not drawn)	2.3%	?	-4%[10.9 µM]	?
O=C1CC(c2ccc(Cl)cc2)N=C(NC(=O)c2ccccc2)N1 (stereo not drawn)	0.1%	-10%	-13%[10.9 µM]	4%
CN(Cc1ccco1)c1nc(-c2ccccc2Cl)nc2ccccc12	1.8%[11.4 µM]	1%	-3%	5%
CCOC(=O)c1ccc2ncc(C(=O)OCC)c(NCc3ccco3)c2c1	2.4%	-1%	-12%	7%
O=C(NCCSCc1c(F)cccc1Cl)C1CCN(S(=O)(=O)Cc2ccccc2)CC1	-1.2%	-4%	-7%[10.9 µM]	3%
Cn1c(=O)c2c(nc(N3CCc4ccccc4C3)n2Cc2ccccc2F)n(C)c1=O	-4.7%	17%	-4%	5%
COc1ccc(NC(=O)c2cc(-c3ccc4c(c3)OCO4)on2)c(OC)c1	?	25%	-5%[10.9 µM]	11%
CCCc1nnc(NC(=O)Cc2coc3ccc(C(C)C)cc23)s1	0.1%	-14%	-16%[10.9 µM]	1%
CCCOc1ccc(-c2nnc(-c3ccco3)o2)cc1	2.7%	?	-78%[inhibitor]	13µM*
O=C(CSc1nnc(C2CC2)n1Cc1ccccc1)c1ccc(S(=O)(=O)N2CCOCC2)cc1	1.5%	-1%	-3%	2%
CCC(C)NC(=O)c1ccc2c(c1)N(Cc1ccccc1F)C(=O)c1ccccc1S2=O (stereo not drawn)	?	9%	13%[10.9 µM]	15%
CN1CCN(c2nc(N3CCN(c4ccccc4)CC3)ncc2F)CC1	0.6%	-9%	-18%	-6%
O=C(NCCc1ccccn1)c1cc(-c2cccc3ccccc23)nc2ccccc12	.	-2%	.	15%
O=C1c2ccccc2C(=O)N1CCCCCc1nc(-c2ccccc2)no1	?	6%	-18%	-4%
Cc1cc(C)n2nc3ccccc3c2n1	0.1%	-3%	5%	-6%
C=C1N(CCCCCC(=O)O)C(=O)OC12CCCCC2	0.2%	14%	13%	1%
COc1ccccc1N1CCN(CC(=O)c2ccc3ccn(C(C)=O)c3c2)CC1	-4.4%	-8%	-15%	4%
CCOC(=O)c1c(NC(=O)CSc2nnnn2C)sc(C)c1C	0.7%	-8%	-7%	0%
Cc1ccc(C)c(N2CCN(CCCNC(=O)c3ccc4nc(N5CCCCC5)sc4c3)CC2)c1	?	?	-21%[10.9 µM]	27%
COc1ccc(Cl)cc1C1CC(=O)Nc2cc3c(cc21)OCCO3 (stereo not drawn)	?	-15%	-17%[10.9 µM]	10%
Cc1ccc(-n2sc3ccccc3c2=O)cc1S(=O)(=O)N1CCCCC1	3.0%	-2%	-78%[inhibitor]	-23%
COc1ccc(OC)c(C(=O)COC(=O)c2ccc(C)o2)c1	-0.1%	-1%	15%	-5%
CCOc1ccc(-c2c(C)nn3c(C)c(C(=O)NCC(C)c4ccccc4)cnc23)cc1OCC (stereo not drawn)	?	16%	-22%[10.9 µM]	-2%
O=C(O)C1CCN1C1CCCCC1 (stereo not drawn)	0.3%	5%	8%	0%
CCc1cc2c(cc3c(=O)n(CC(=O)N4CCN(c5ccccn5)CC4)nc(CC)n32)s1	-2.5%	-5%	-9%	2%
Cc1nc(N2CCN(c3ccccc3)CC2)nc2c1C(=O)CC(c1ccccc1)C2 (stereo not drawn)	-0.9%	3%	6%	-8%
CCOc1cc2sc(N3CCC(C(=O)Nc4ccc(C(C)C)cc4)CC3)nc2cc1Br	?	-25%	?	-4%
Cc1cccc(OC(C)C(=O)Nc2ncn[nH]2)c1 (stereo not drawn)	0.8%	15%	-6%[10.9 µM]	10%
Cc1noc(C)c1C(=O)N1CCC(Cc2ccccc2)CC1	.	-10%	.	3%
Cc1c(CNC2CCCCCC2)c(C(=O)O)c(C)n1Cc1c(F)cccc1Cl	2.1%	4%	25%[10.9 µM]	8%
CC(=O)Nc1ccc(C2Nc3c(C)cc(C)cc3-c3cc(C)nn32)cc1 (stereo not drawn)	?	-4%	-9%[10.9 µM]	6%
CCOc1ccc(CCNC(=O)c2sc3ncccc3c2-n2cccc2)cc1OCC	?	-14%	19%[10.9 µM]	4%
COc1ccc(Br)cc1CNC(=O)Cn1ncn2nc(-c3cccs3)cc2c1=O	0.9%	-11%	-17%[10.9 µM]	11%
COc1ccc(CN2CCc3c(c(=O)n4ncc(C(=O)N5CCN(c6ccccc6OC)CC5)c4n3C)C2)cc1	?	?	-10%[10.9 µM]	-10%
CC(=O)c1nc(N2C(=O)C3CC=C(C)CC3C2=O)sc1C (stereo not drawn)	-3.9%	13%	19%	-2%
O=c1cc(O)c2c(=O)n(-c3ccccc3)c3ccccc3c2o1	3.5%	2%	-1%	1%
CCCCCOc1ccc(NC(=O)CCCC(=O)O)cc1	0.8%	0%	-9%	-1%
Cc1ccc(-c2nc(Cn3c(=O)cc(-c4ccccc4)c4c(C)nn(C)c43)c(C)o2)cc1	-0.4%	-1%	-8%[10.9 µM]	6%
COc1ccc2nc(SCC(O)c3cccc(Br)c3)[nH]c2c1 (stereo not drawn)	?	-23%	6%[10.9 µM]	2%
CCOc1ccc(N(CC(=O)Nc2ccccc2C)S(=O)(=O)c2c(C)noc2C)cc1	?	-12%	-26%	3%
O=C(COC(=O)c1ccc(S(=O)(=O)N2CCOCC2)cc1)Nc1nc(-c2ccccc2)cs1	-1.0%	-6%	-8%	-7%
CCOC(=O)C1=C(CN2CCN(c3ccccc3F)CC2)NC(=O)NC1c1ccc(Cl)cc1 (stereo not drawn)	?	-13%	-15%[10.9 µM]	8%

Whole records, quoted from the list. Order of values: IkB sig inh, p53ts 39C kill, Peg3 imprint, p53ts 32C kill
Profile of CCOc1ccc(CCNC(=O)c2sc3ncccc3c2-n2cccc2)cc1OCC : ?, -14%, 19%[10.9 µM], 4%
Profile of CCOc1ccc(N(CC(=O)Nc2ccccc2C)S(=O)(=O)c2c(C)noc2C)cc1 : ?, -12%, -26%, 3%

Among those listed so far, 4 have bromine:
SMILES	IkB sig inh	p53ts 39C kill	Peg3 imprint	p53ts 32C kill
Cc1cc(NC(=O)C2CC(c3cccc(Br)c3)=NO2)no1 (stereo not drawn)	0.6%	4%	20%	-23%
CCOc1cc2sc(N3CCC(C(=O)Nc4ccc(C(C)C)cc4)CC3)nc2cc1Br	?	-25%	?	-4%
COc1ccc(Br)cc1CNC(=O)Cn1ncn2nc(-c3cccs3)cc2c1=O	0.9%	-11%	-17%[10.9 µM]	11%
COc1ccc2nc(SCC(O)c3cccc(Br)c3)[nH]c2c1 (stereo not drawn)	?	-23%	6%[10.9 µM]	2%

(cont.)
SMILES	IkB sig inh	p53ts 39C kill	Peg3 imprint	p53ts 32C kill
Cc1nonc1NC(=O)CSc1nnc(-c2ccoc2C)n1C	1.2%	-2%	-25%	4%
CCc1nnc(SCc2nc(-c3ccc(OC)cc3)oc2C)c2cc3sccc3n12	-2.4%	6%	-12%[10.9 µM]	0%
O=C(CSc1ccccc1)N1CCc2c([nH]c3ccccc23)C1c1ccc(Cl)cc1 (stereo not drawn)	?	9%	8%[10.9 µM]	6%
O=C(CCN1C(=O)c2ccccc2C1=O)Nc1ccncc1	-1.2%	9%	3%	5%
Cn1c(=O)c2c(nc(CN3CCN(CCO)CC3)n2CCc2ccccc2)n(C)c1=O	0.2%	8%	1%	15%
CC(=O)Nc1ccc(S(=O)(=O)NCCSCc2ccco2)cc1	.	-5%	.	-1%
Cc1nnc(NC(=O)c2nc(SC(C)C)ncc2Cl)s1	?	-29%	-3%[10.9 µM]	-4%
Cc1cc(Nc2ccc(Cl)cc2C)nc(-n2nc(C)cc2C)n1	?	-20%	-6%[10.9 µM]	-6%
COc1ncc2nc(-c3cc(F)cc(F)c3)c(=O)n(Cc3cccs3)c2n1	3.9%[11.4 µM]	-15%	.	-8%
Cc1ccc(CCNC(=O)c2cc3sccc3n2Cc2ccc(C)cc2)cc1	?	4%	-13%[10.9 µM]	-2%
COc1cc(-c2nnc(SCCOc3cc(C)cc(C)c3)o2)cc(OC)c1OC	-0.4%	-3%	-9%[10.9 µM]	-3%
Cc1ccc(C2C3=C(CC(C)(C)CC3=O)Nc3n[nH]c(C)c32)cc1 (stereo not drawn)	-3.0%	-2%	-7%	1%
CCOC(=O)CNC(=O)CSc1cn(CC(=O)N2CCCCCC2)c2ccccc12	-1.0%	1%	-12%[10.9 µM]	-4%
CC(=O)N1CCC2(CCCN(c3ccccn3)C2)CC1	-1.6%[11.4 µM]	8%	.	-3%
COc1ccc(N=C2SC(C(=O)O)CC(=O)N2Cc2ccc(OC)c(OC)c2)cc1 (stereo not drawn)	-1.4%	3%	-2%	0%
Cc1ccccc1-n1c(=O)c2ccccc2n(Cc2ccc(F)cc2)c1=O	?	3%	6%[10.9 µM]	-2%
O=C(CCCn1c(=S)[nH]c2cc3c(cc2c1=O)OCO3)NC1CC1	-0.4%	11%	-1%	10%
COc1ccc(CNC(=O)C2CCN(c3nnc(-n4cccc4CNc4ccc(C)cc4)s3)CC2)c(OC)c1	?	-15%	-12%[10.9 µM]	3%
O=C(NC1=NCCS1)c1cc2ccccc2o1	?	5µM*	-73%[inhibitor]	5µM*
CCCCSc1ncnc2c1c(-c1ccccc1)cn2-c1cccc(F)c1	2.7%	21%	?	-2%
Cc1ccc(-c2nn3c(C)nnc3s2)cc1N	-1.9%	5%	-12%	0%
OC(Cc1nc2ccccc2[nH]1)c1ccccc1Cl (stereo not drawn)	-1.1%	-6%	-24%	-8%
Cc1ccc(NC(=O)c2ccc(Cn3cc(Br)cn3)o2)cc1	.	18%	.	3%
O=C(NCCN1CCOCC1)c1c(F)c(F)c(F)c(F)c1F	-0.3%	2%	-3%	-5%
O=C(NCCc1csc(-c2cccnc2)n1)c1ccc(F)c(F)c1	-1.1%	-12%	19%[10.9 µM]	3%

4 compounds from above with just p53ts 39C kill:
SMILES | p53ts 39C kill
CCCCSc1ncnc2c1c(-c1ccccc1)cn2-c1cccc(F)c1 | 21%
Cc1ccc(-c2nn3c(C)nnc3s2)cc1N | 5%
OC(Cc1nc2ccccc2[nH]1)c1ccccc1Cl (stereo not drawn) | -6%
Cc1ccccc1-n1c(=O)c2ccccc2n(Cc2ccc(F)cc2)c1=O | 3%
